Source: PubChem BioAssay (several laboratories)
PERK inh: blocks human PERK kinase; Q9NZJ5; CHO PERK-DD fusion, SEAP luminescence translation reporter; actives 0.17% (n = 220,000); inhibition, % at 5.6 µM;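 active means inhibition above the mean inhibition of all tested compounds plus 3 SD, set separately per screening campaign, cut at about 2.9% in these data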;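 further: PERK kinase domain activated by AP20187 dimerizer at 100 nM; 0% = DMSO with dimerizer and 100% = rapamycin at 8.4 µM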
Target sequence (Q9NZJ5 whole entry, looked up, the tested form may be a part): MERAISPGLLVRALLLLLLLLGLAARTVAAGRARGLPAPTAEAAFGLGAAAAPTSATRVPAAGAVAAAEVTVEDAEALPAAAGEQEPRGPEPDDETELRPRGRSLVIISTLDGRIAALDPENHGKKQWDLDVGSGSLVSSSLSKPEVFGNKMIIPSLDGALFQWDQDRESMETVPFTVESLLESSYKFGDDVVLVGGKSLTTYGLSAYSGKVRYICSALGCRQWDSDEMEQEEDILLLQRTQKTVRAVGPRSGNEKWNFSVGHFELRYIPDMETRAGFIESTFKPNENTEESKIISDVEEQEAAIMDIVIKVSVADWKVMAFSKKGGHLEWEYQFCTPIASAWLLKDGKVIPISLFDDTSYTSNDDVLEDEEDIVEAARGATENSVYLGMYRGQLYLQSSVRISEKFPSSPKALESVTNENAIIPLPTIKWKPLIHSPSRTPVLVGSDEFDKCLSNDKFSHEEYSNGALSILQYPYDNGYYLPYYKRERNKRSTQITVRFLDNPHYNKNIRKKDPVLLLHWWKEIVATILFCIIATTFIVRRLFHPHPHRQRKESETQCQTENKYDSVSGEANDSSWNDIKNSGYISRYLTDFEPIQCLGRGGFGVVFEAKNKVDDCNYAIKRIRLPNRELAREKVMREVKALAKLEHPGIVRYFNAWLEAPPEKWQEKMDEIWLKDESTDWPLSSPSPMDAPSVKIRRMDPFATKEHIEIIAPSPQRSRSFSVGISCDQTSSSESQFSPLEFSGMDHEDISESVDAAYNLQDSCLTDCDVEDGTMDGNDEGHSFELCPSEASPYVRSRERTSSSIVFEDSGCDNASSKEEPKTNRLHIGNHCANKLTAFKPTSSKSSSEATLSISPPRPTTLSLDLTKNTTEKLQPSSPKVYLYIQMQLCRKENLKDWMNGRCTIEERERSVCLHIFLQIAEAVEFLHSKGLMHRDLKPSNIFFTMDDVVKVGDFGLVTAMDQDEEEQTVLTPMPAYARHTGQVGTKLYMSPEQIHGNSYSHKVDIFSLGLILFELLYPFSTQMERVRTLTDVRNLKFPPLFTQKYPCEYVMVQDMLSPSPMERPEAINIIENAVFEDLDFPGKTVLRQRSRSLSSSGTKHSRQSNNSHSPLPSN
eIF4E-4G inh: eIF4E/eIF4G interaction inhibition in translation initiation | TR-FRET eIF4E-eIF4GI(517-606) binding, 2 h | inhibition, % at 21.7 µM | actives 0.37% (n = 220,000) | P63073+Q04637;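 active means inhibition above about 30%, limit read from the data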;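 further: 0% = full FRET control wells and 100% = background wells lacking eIF4GI fragment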
Rad51 HR inh: blocks human Rad51 in homologous recombination; hRad51 DNA strand exchange, fluorescence dequenching; inhibition, % at 10 µM; actives 0.085% (n = 200,000);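 active means inhibition above 40% at the single screening dose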;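 further: 0% = DMSO control wells and 100% = blanks with heterologous ssDNA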
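material = hRad51 filaments on single-stranded DNA | timing = filaments 15 min 37 °C, then compound 30 min | signal = FRET fluorescence dequenching, excitation 485 nm, emission 520 nm | benchmarks = control wells and blank wells on each plate | evaluation = percent inhibition relative to plate controls and blanks | compound = 10 µM final, single point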
Mdm2 ligase inh: inhibitors of human Mdm2 E3 ubiquitin ligase | cell-based MDM2 ubiquitination luciferase reporter, 2 h; 0 = plate control, 100 = twice control, blank-subtracted | actives 0.11% (n = 210,000) | signal enhancement, % at 5 µM;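 active means signal enhancement of 30% or more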;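 further: luminescence tracks abundance of the self-degrading MDM2-luciferase fusion protein; higher signal means inhibition of MDM2 E3 ligase activity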
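Assay system: stable mammalian line carrying autodegrading MDM2–luciferase fusion reporter; Input: 2000 cells in each well; Compound dosing: single-point 5 µM; Schedule: 2 h compound exposure at 37 °C; Signal: SteadyLite luciferase luminescence after 15 min room-temperature reagent incubation; Evaluation: % luminescence enhancement versus blank-corrected plate control mean; Benchmarks: plate controls and plate blanks.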
Calpain2 inh: inhibitors of pig calpain II. purified calpain II, fluorogenic peptide substrate, 30 min. inhibition, % at 16 µM. actives 0.37% (n = 220,000);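 active means inhibition above about 50%, limit read from the data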
Cl transport mod: KCC2 (human) Cl- transport modulation. Q9H2X9. KCC2 cells, thallium flux FluoZin-2 fluorescence. B-score of Tl+ flux slope (higher = more flux/activation; lower = inhibition) at 10 µM. actives 2.2% (n = 190,000);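 active means thallium flux slope and its plate-corrected score both differing from the plate sample mean at a set confidence after two filtering rounds, in either direction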;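 further: slope of fluorescence scaled to starting intensity during 10 to 20 s after thallium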
TNF death inh: blocks TNF-alpha induced death of Jurkat FADD-/- cells | Jurkat FADD-/- TNF necroptosis rescue, ATP luminescence, 24 h; 0 = TNF only, 100 = no-TNF cells | activation (protection from cell death), % at 10 µM | actives 0.068% (n = 220,000) | AID 463075;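 active means activation, meaning protection from cell death, of at least 50% relative to plate controls; inactive means activation below 50%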;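 further: necroptosis triggered by 40 ng/mL TNF-alpha added together with compound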
EBV gp42 block: inhibitors of Epstein-Barr virus glycoprotein 42; Fluorescence polarization binding assay, mP read-out; AID 1085; inhibition, % (tested at 21.74 µM); actives 0.42% (n = 220,000); in the data active means inhibition above about 50%
zVAD death inh: L929 zVAD cell death inhibition. actives 0.38% (n = 220,000). L929 zVAD necroptosis rescue, ATP luminescence, 24 h; with zVAD 60 µM. viability rescue, % at 10 µM;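 active means activation, scaled between plate controls, above about 75%, limit read from the data; inactive means activation under that limit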;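 further: 0% = zVAD with DMSO and 100% = DMSO alone without zVAD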
* = called active by the depositor; x = not tested or not shown; [ ] = another dose, or the depositor's remark.

SMILES | PERK inh | eIF4E-4G inh | Rad51 HR inh | Mdm2 ligase inh | Calpain2 inh | Cl transport mod | TNF death inh | EBV gp42 block | zVAD death inh
CCCCOC(=O)Nc1ccc(S(=O)(=O)Nn2cnnc2)cc1 | 0.4 | 14 | -2 | -8 | 14 | 0.45 | 2.6 | 1 | 4.5
O=C(NCCc1ccccn1)C1CC(=O)N(Cc2ccccc2Cl)C1 (centres undefined) | 0.0 | x | -3 | -10 | 27 | x | -0.2 | -9 | 0.5
COc1ccc(C2Nc3ccccc3C(=O)N2Cc2ccccc2)cc1CN1CCOCC1 (centres undefined) | -1.0 | 0 | 13 | -1 | -316 | -0.51 | -0.4 | -3 | -0.5
Cc1ccc2cc(C#N)c(NCCCNC(=O)C3CCCO3)nc2c1 (centres undefined) | 0.2 | 4 | 5 | -19 | -205 | 0.11 | -0.8 | 2 | -0.1
CS(=O)(=O)Nc1ccc(C(=O)N2CCc3ccccc3C2)cc1 | 2.2 | 0 | 15 | -11 | 10 | x | -0.8 | -14 | 0.3
CSc1cccc(CNC(=O)CC2C(=O)NCCN2CC(C)(C)C)c1 (centres undefined) | 2.0 | 0 | 1 | -12 | -16 | 0.0079 | -0.1 | 4 | -0.3
COc1ccccc1NC(=S)NNC(=O)c1ccccc1Br | 0.5 | 17[fluorescence artefact?] | 8 | 5 | 2 | -0.15 | 0.2 | 2 | 1.4
Cc1cc(=O)oc2cc(OC(C)C(=O)Nc3nccs3)ccc12 (centres undefined) | -0.5 | -9 | -3 | 2 | -25 | -0.45 | -0.6 | -12 | 0.5
O=C(Oc1ccccc1Cl)c1ccccc1P(=O)(O)O | -0.4 | -11 | 5 | -8 | -30 | 0.0045 | 0.9 | -7 | -0.8
COc1ccccc1NC(=S)NC(=O)/C=C/c1cccs1 | 1.5 | -8 | 5 | -6 | -25 | 0.53 | 1.3 | 6 | 1.0
CC1(C)CC(NC(=O)c2ccccc2C(=O)NC2CC(C)(C)NC(C)(C)C2)CC(C)(C)N1 | 1.0 | 1 | 6 | -5 | -18 | -0.52 | -0.1 | -15 | 2.8
Cc1cc(C)c2nc(SC(C)C#N)cc(C)c2c1 (centres undefined) | 0.3 | 0 | -1 | -8 | -2 | 0.89 | -0.8 | -17 | 0.1
CN(C)CCNC(=O)Cn1nc(C(F)F)cc1C1CC1 | -0.4 | -2 | -5 | -4 | -17 | 0.75 | 0.9 | -9 | 0.0
COc1ccc(C2Nc3ccccc3C(=O)N2c2ccc(Cl)cc2)cc1Cn1cc([N+](=O)[O-])cn1 (centres undefined) | 0.1 | 0 | x | -1 | -54 | -2.5 | 5.1 | -20 | -0.9
C/C(Cc1ccccc1)=N\NC(=O)CNC(=O)c1ccc(Cl)cc1 | 0.7 | 0 | -7 | -4 | 14 | -0.36 | 0.5 | -6 | 0.3
O=C(OC(C(=O)NCc1cccs1)c1ccccc1Cl)c1ccco1 (centres undefined) | 1.0 | 3 | 14 | -17 | 28 | x | 6.1 | 6 | 1.7
Nc1nc(-c2c[nH]c3ccccc23)cs1 | 0.9 | -1 | -2 | -4 | -2 | -0.23 | -7.1 | -1 | 0.2
CC(CCc1ccccc1)NC(=O)Cc1cccs1 (centres undefined) | 0.7 | 6 | 4 | -4 | -60 | -0.35 | 3.4 | -17 | 1.8
OC1(c2ccc(Br)cc2)CCNCC1 | 0.3 | 8 | -15 | 1 | -14 | 0.058 | 0.2 | 4 | -0.2
COc1ccc(NC(=O)CN(C)S(=O)(=O)c2ccc(C)cc2)c([N+](=O)[O-])c1 | 0.6 | -6 | -13 | 0 | -11 | 0.34 | -0.4 | -68 | -0.6
CCc1ccccc1NC(=O)NC1CC2CCC(C1)N2Cc1ccco1 (centres undefined) | -0.6 | -2 | 24 | -5 | 0 | x | 0.8 | 3 | 3.4
C=CCn1c(SCC(=O)N2CCCC2)nc2cc(C(=O)NCC3CCCO3)ccc2c1=O (centres undefined) | 0.2 | 1 | 5 | 4 | -14 | x | -0.6 | -21 | -0.8
O=C1CCC(/C=C/c2ccccc2)=NN1Cc1ccccc1 | 0.3 | -2 | 10 | -11 | 3 | x | 2.1 | 3 | 1.5
CCCNc1cc(C)oc(=O)c1C(=O)CC | 0.1 | 2 | 14 | -1 | -6 | 0.05 | -0.5 | -8 | 12
Cc1nc2ccc(NC(=O)Cc3ccccc3F)cc2s1 | 0.9 | -5 | -1 | -20 | -16 | -0.75 | 1.4 | 0 | 2.4
CC(C)NC(=O)COc1ncnc2sccc12 | 0.2 | 5 | -3 | -12 | -6 | 1.3 | 0.1 | -16 | -0.1
CCCCC[C@H](O)/C=C/[C@@H]1[C@@H](C/C=C\CCCC(=O)O)[C@@H](O)C[C@H]1O | -1.6 | 1 | -9 | x | 27 | -0.83 | -7.9 | -4 | 34
Cc1ccccc1CSc1ccc2nnc(-c3ccccn3)n2n1 | 1.2 | 1 | 2 | 4 | -14 | -2.3 | -3.6 | -7 | 0.1
CN(C(=O)CSc1ncnc2sc(-c3ccccc3)cc12)C1CCS(=O)(=O)C1 (centres undefined) | 0.6 | 4 | 32 | -5 | -31 | 138* | -1.8 | -32 | 1.0
Cc1nnc(SCCOc2ccccc2)s1 | 0.7 | -5 | 1 | -24 | -13 | 0.57 | 8.7 | -1 | 0.7
COc1nc(N)c(S(=O)(=O)c2ccccc2)cc1C#N | 0.6 | x | -6 | -16 | -20 | x | -1.7 | -45 | -0.1
Oc1ccccc1-c1cc(C(F)(F)F)[nH]n1 | 0.4 | -13 | x | x | 4 | -1.5 | 5.4 | -22 | 0.6
CN(C)CCOc1ccc(C(C)(C)c2ccccc2)cc1 | 1.7 | 5 | x | -3 | -4 | -0.17 | 0.5 | -14 | -0.9
S=c1[nH]nc(-c2cccs2)n1Cc1ccccc1 | 0.1 | 0 | -3 | 17 | -164 | 0.43 | 0.1 | 8 | 0.0
COc1ccc([N+](=O)[O-])cc1C(=O)Nc1ccc(OCC(=O)N2CCOCC2)cc1 | 0.2 | 2 | 2 | 4 | 2 | 0.25 | 3.4 | -19 | 1.3
CN1CCN(C(=O)NC2CCCN2S(=O)(=O)c2ccc(Cl)cc2)CC1 (centres undefined) | -0.7 | 4[fluorescence artefact?] | 9 | 8 | -16 | 1.3 | -2.1 | -15 | -0.3
CNS(=O)(=O)c1cc(OC)c(OC)cc1CC(=O)OC | 1.0 | 2 | -17 | -26 | -4 | x | -0.2 | -11 | 0.2
CCN1CCN(C(=O)c2cn(CC)c3ccc(S(=O)(=O)N(C)C)cc3c2=O)CC1 | 0.6 | 1 | -3 | -21 | 2 | 0.68 | 1.1 | -7 | 0.1
CCOc1ccc(N2C(=O)C3C(c4ccccc4F)NN(C(=O)c4ccc(C)cc4)C3C2=O)cc1 (centres undefined) | 0.1 | 5[fluorescence artefact?] | x | x | 2 | -0.024 | 0.9 | -14 | 5.2
Cc1ccc(Nc2nc(N)nc(CSC(=S)N3CCOCC3)n2)cc1 | 0.2 | 4 | 0 | 3 | -2 | -0.78 | -6.5 | -33 | 0.8
O=C(CCC(=O)Nc1ccccc1)NNC(=O)COc1ccccc1 | 0.5 | 5 | -4 | -9 | 5 | -0.21 | 1.1 | 4 | 0.6
CCCNC(=O)CN(Cc1ccccc1F)S(=O)(=O)c1ccc(C)cc1 | -0.3 | 4 | -2 | -10 | 25 | x | -2.0 | -9 | 0.2
CCC(C)C(=O)Nc1nc2ccc(S(C)(=O)=O)cc2s1 (centres undefined) | 1.1 | -2 | 6 | -4 | -13 | 0.0053 | -4.4 | -18 | 73
COCCn1nnnc1C(c1cc2ccc(OC)cc2[nH]c1=O)N1CCN(C2CCCCC2)CC1 (centres undefined) | 0.8 | 2 | -6 | -21 | -22 | -0.34 | -3.5 | -15 | 0.3
COCCOC(=O)c1nccnc1C(=O)Nc1ccc(S(=O)(=O)N2CCOCC2)cc1 | -0.7 | 5 | 7 | -8 | 9 | 0.39 | 2.1 | -5 | 0.1
Cc1ccccc1/C=C/c1nc2ccccc2c(=O)[nH]1 | -0.2 | -2 | 11 | -28 | -45 | -1.2 | -4.9 | -13 | 17
COc1cc(-c2ccc(NC(C)=O)c(OC)c2)ccc1NC(C)=O | -0.5 | -5 | -4 | -4 | 5 | 0.048 | -0.4 | 2 | 1.6
Cc1cccc(-c2n[nH]c(=S)n2C)c1 | -0.2 | -3 | -1 | -12 | 31 | 0.19 | -0.1 | -8 | -0.7
O=C1SC(SCc2ccccc2)=N/C1=C\c1ccc(C(=O)O)cc1 | 1.3 | 5 | -11 | 8 | -28 | -0.93 | -1.1 | -16 | 2.0
O=C(Nc1cccc(F)c1)c1cccnc1NCCc1ccccc1 | -0.4 | 13 | -1 | 5 | 4 | -0.87 | 2.8 | -11 | 0.9
Cc1ccc(C(C(=O)NC(C)(C)C)N(Cc2ccco2)C(=O)CCC(=O)Nc2nccs2)cc1 (centres undefined) | -0.4 | x | x | x | x | 0.075 | 0.8 | x | 0.1
O=C(COc1ncnc2ccccc12)Nc1cc([N+](=O)[O-])ccc1Cl | -0.2 | 2 | 2 | -6 | 5 | -1.3 | 0.8 | -4 | 5.0
CCO[C@H]1OC(C(=O)NC2CC2)=C[C@@H](c2ccccc2)[C@@H]1CCCO | x | -1 | 2 | 8 | -20 | -0.12 | -8.7 | -14 | -1.3
COC(=O)c1ccc(-c2nc(O)c(C)s2)cc1 | 1.1 | -2 | -9 | -18 | -19 | 1.2 | 2.2 | -3 | 28
O=C(CCCNc1ccccc1)N/N=C/c1cccs1 | -0.2 | -1 | 6 | -8 | -23 | 0.49 | 1.2 | -17 | 2.6
COc1cc(/C=N/NC(=O)COc2ccccc2[N+](=O)[O-])ccc1OC(=O)c1ccco1 | 0.4 | 11 | 1 | 4 | 12 | 0.24 | 2.1 | -10 | 0.5
Cc1ccc(-n2c(=O)[nH]cc(C(=O)Nc3ccc4c(c3)OCCO4)c2=O)cc1 | -0.8 | -11 | 5 | -23 | -13 | x | 0.0 | -25 | 1.2
